tim23-1 inh – growth inhibitors of tim23-1 mutant yeast; S. cerevisiae tim23-1 growth, BacTiter-Glo luminescence, 24 h; inhibition, % at 20 µM; 1.3% of 330,000 active;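 active = growth inhibition of the mutant yeast at or above 50%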;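 also: temperature-sensitive mutant grown at 25 °C; plate controls were DMSO-treated mutant yeast for no effect and medium wells lacking yeast for full effect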
APJ ag – agonists of human APJ apelin receptor. P35414. CHO-K1 APJ PathHunter beta-arrestin, luminescence; 0% DMSO wells, 100% apelin. activation, % at 20 µM. 0.11% of 330,000 active. AID 2520;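 active = activation more than six SD over the plate average, tested at 20 µM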;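 also: 0% = DMSO alone and 100% = apelin-13 at 10 nM; some results filed as inactive read as strong as hits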
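Test system: CHO-K1 APJ beta-arrestin complementation cell line | Compound: Single test compound dose, 20 µM final, 1% DMSO | Incubation: Compound 90 min 25 °C, reagent 1 h | Measured by: beta-gal luminescence | Read-out basis: APJ–arrestin association signal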
UPR CHOP act – apoptotic UPR (CHOP) activation | CHO-CHOP luciferase reporter, luminescence; percent of tunicamycin response over DMSO baseline | activation, % at 10 µM | 0.34% of 330,000 active;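 active = at 10 µM dose, activation of 40% or more, normalized to positive control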;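 also: 100% = tunicamycin at 10 µg/mL and 0% = DMSO alone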
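assay system = CHO CHOP reporter cells | amount = 500 CHO-CHOP cells per well | buffer or medium = F12 with 10% FBS | incubation = 16-18 h cell attachment, then 6 h compound exposure, 37 °C | detection = luminescence read with Steady-Glo | read-out = percent activation relative to tunicamycin control | controls = tunicamycin high control, DMSO low control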
NR3A LBD binder – modulates the human NR3A ligand-binding domain. NR3A LBD differential scanning fluorimetry, Tm shift; 0% = protein alone, 100% = glycine-bound protein. Tm shift relative to glycine control, % at 25 µM. 2.5% of 340,000 active. AID 1259313;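 active = melting temperature shift of at least 10% of the positive control shift, at one fixed dose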
UPR XBP1 act – adaptive UPR (XBP1) activation. CHO-XBP1 luciferase reporter, IRE1-XBP1 UPR activation, luminescence; percent of tunicamycin response, DMSO as zero. activation, % at 20 µM. 0.33% of 330,000 active. AID 463104;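 active = versus positive control, 20 µM dose yields 30% or more activation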;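 also: 100% = tunicamycin at 10 µg/mL and 0% = DMSO only wells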
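Material: CHO-XBP1 cells stably carrying IRE1-XBP1-driven luciferase reporter / Amount: 1000 cells per well / Compound: 20 µM, 1% DMSO / Times: 6 h treatment, 37 °C / Detection: luciferase luminescence / Measure: % activation of reporter signal versus tunicamycin and DMSO controls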
Mdm2-MdmX inh – human Mdm2/MdmX binding inhibition; O15151+Q00987; 3% of 330,000 active; SaOS-2 split-luciferase Mdm2/MdmX complementation, luminescence; inhibition, % at 8 µM;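 active = inhibition of at least 50% at 8 µM in the primary screen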
Target sequence (O15151 whole entry, looked up): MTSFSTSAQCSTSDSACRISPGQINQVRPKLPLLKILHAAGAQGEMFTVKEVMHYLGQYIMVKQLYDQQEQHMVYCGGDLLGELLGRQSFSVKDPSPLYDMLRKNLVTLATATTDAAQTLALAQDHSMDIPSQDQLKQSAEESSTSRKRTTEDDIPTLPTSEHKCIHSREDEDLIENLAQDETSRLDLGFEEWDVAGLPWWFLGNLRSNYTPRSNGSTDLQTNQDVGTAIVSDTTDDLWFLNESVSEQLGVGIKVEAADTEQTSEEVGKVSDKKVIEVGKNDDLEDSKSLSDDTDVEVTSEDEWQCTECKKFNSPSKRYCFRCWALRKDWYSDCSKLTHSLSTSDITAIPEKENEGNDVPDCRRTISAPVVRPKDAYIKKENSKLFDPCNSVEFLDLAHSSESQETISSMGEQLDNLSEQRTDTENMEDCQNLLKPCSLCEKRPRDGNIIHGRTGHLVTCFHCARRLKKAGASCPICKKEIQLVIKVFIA
Target sequence (Q00987 whole entry, looked up): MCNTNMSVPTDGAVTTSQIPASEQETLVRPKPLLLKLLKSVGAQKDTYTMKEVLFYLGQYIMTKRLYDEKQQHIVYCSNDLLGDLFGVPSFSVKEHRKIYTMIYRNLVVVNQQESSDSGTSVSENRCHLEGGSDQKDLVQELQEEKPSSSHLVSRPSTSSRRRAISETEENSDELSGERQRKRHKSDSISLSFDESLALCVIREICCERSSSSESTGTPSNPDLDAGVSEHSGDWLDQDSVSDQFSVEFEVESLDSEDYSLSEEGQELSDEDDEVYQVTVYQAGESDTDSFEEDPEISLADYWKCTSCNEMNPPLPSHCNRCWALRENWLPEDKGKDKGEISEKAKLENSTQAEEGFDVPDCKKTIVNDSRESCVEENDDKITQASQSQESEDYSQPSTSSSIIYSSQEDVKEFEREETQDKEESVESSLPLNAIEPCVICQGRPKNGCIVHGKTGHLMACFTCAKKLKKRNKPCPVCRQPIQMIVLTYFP
TIM10 inh – TIM10 yeast growth inhibition. inhibition, % at 10 µM. S. cerevisiae TIM10 strain growth, BacTiter-Glo luminescence, 24 h. 1.4% of 330,000 active;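 active = inhibition of 40% or more at the single tested concentration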;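 also: wild-type TIM10 isogenic control strain grown at permissive 25 °C; 0% = DMSO yeast wells and 100% = minimal medium wells without yeast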
tim10-1 inh – growth inhibitors of tim10-1 mutant yeast | inhibition, % at 20 µM | 2.2% of 330,000 active | S. cerevisiae tim10-1 ts strain growth, BacTiter-Glo, 24 h | AID 463190;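 active = inhibition of at least 40%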;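 also: mutant grown at 25 °C; 0% = DMSO wells with yeast and 100% = wells holding no yeast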
NALP3 yeast inh – inhibitors of NALP3 inflammasome in yeast; inhibition, % at 10 µM; Yeast reconstituted NLRP3/ASC/caspase-1, beta-gal luminescence, 24 h; 0.39% of 330,000 active; AID 2825;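 active = inhibition of 50% or more; inactive = inhibition below 50%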;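 also: plate controls were induced DMSO wells for no effect and uninduced yeast grown without galactose for full effect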
* = called active by the depositor; . = no result given; & = joins results of further samples.

Structure	tim23-1 inh	APJ ag	UPR CHOP act	NR3A LBD binder	UPR XBP1 act	Mdm2-MdmX inh	TIM10 inh	tim10-1 inh	NALP3 yeast inh
COc1ccc(NC(=O)CN(C)C(=O)c2cn(-c3ccccc3)nc2-c2cccs2)cc1	21	5	-0.5	2	-2	6	2	16	11
COCCn1c(SCC(=O)Nc2cccnc2Cl)nc2ccccc2c1=O	-3	-4	-1.2	-1	-1	21	-13	-9	2
CN1CCN(CCCNC(=O)CCC(=O)N2CCOc3ccccc32)CC1	-6	-1	-0.3	-2	-1	20	-3	-6	5
O=C(CCNC(=O)c1ccco1)NCCc1c[nH]c2ccccc12	-8	-3	1.1	0	-2	9	6	-17	-5
COc1ccccc1NC(=O)COC(=O)C1=NN(c2ccccc2)C(=O)CC1	4	-1	-0.4	-2	-3	5	5	-3	11
CC(=O)Nc1ccc(NC(=O)C(C)OC(=O)CSc2ccc(Br)cc2C)cc1 (stereo not drawn)	-2	6	0.1	-18	-3	22	2	4	-1
C(=C\c1ccccn1)/c1cccnc1	9	-1	5.2	.	-2	-6	-1	21	24
CCN(CC)S(=O)(=O)c1cccc(C(=O)N[C@H](C(=O)NCc2ccccc2F)C(C)C)c1	10	-4	-1.5	0	0	-6	-9	13	-2
Cc1cc(NC(=O)c2ccc([N+](=O)[O-])cc2Cl)no1	-1	0	7.2	1	5	5	14	-13	30
CCOc1ccc(C2c3c(oc4cc(C)c(C)cc4c3=O)C(=O)N2CCCN(C)C)cc1OC (stereo not drawn)	2	-2	1.4	-4	-1	24	11	-8	1
COc1ccccc1CNC(=O)CCC(=O)n1ncc2cc(C)ccc21	14	1	2.5	-1	-2	-7	-17	-18	30
CCCn1c(SCC(=O)c2c[nH]c3ccccc23)nnc1-c1ccncc1	18	0	1.0	-3	-2	-3	-8	11	12
CCCn1c(O)c(N=NC(=O)CNC(=O)c2ccncc2)c2ccccc21	0	-2	2.9	0	-2	6	0	4	-7
Cc1c(C(=O)N2CCCCCC2)oc2ccccc12	-4	-3	0.4	2	2	-29	-21	4	40
CCc1ccc(OCC(O)CN2CCN(c3ccccc3)CC2)cc1 (stereo not drawn)	-188	0	-1.5	-3&2	-2	4	-59	-112	41
COC(=O)[C@H](C)NC(=O)c1cc2c(cn1)[nH]c1ccccc12	6	-4	6.2	-5	6	23	13	20	6
O=C(N=C1N=C2C=CC=CN2Cc2ccccc21)c1ccc(S(=O)(=O)N2CCOCC2)cc1	26	-3	9.2	2	2	7	29	27	18
Cc1nnc(NC(=O)C2CC(=O)N(c3ccc4c(c3)OCCO4)C2)s1 (stereo not drawn)	6	0	-0.3	-1	-4	2	1	1	23
COc1ccc2occ(C(=O)c3ccc(N)cc3)c2c1	47	-6	1.9	1	2	-29	19	26	57*
COc1ccc(/C=C/C(=O)NCC(=O)N=Nc2c(O)[nH]c3ccc([N+](=O)[O-])cc23)cc1	-16	-1	1.1	-2	16	12	0	-40	13
Cn1ncc2c(NNC(=O)Cc3ccccc3)ncnc21	8	-3	-1.4	2	1	23	19	18	5
COc1ccc(S(=O)(=O)N(CC(=O)NCc2ccccn2)c2ccc(Cl)cc2)cc1	10	0	-0.9	0	-5	3	-5	27	8
Cc1oc2cc3oc(=O)c(CCC(=O)NCCCn4ccnc4)c(C)c3cc2c1C	-11	1	4.6	-2	3	25	-6	4	0
O=C(Nc1nc(SCc2ccc(F)cc2)ns1)c1ccco1	34	1	1.5	6	0	-6	21	21	20
COCCCn1cnc2oc3nc4ccccc4nc3c2c1=O	2	0	0.4	0	-6	-42	-5	5	3
C/C(CC(=O)NC(C)c1ccccc1)=N\NC(N)=S (stereo not drawn)	-9	-2	-0.7	-2	-3	11	3	0	3
Cc1ccc(C)c(Cn2c(CN(C)Cc3ccccc3)nc3c2c(=O)n(C)c(=O)n3C)c1	41	-3	-0.3	-2	0	24	14	31	0
CCOC(=O)c1cc(-c2cccnc2)nn1-c1ccccc1	9	-1	1.2	-2	0	0	9	3	3
Cc1ccc[n+](CC(=O)Nc2c(Cl)cc(Cl)cc2Cl)c1	-5	-1	-2.5	1	2	5	0	12	-6
O=C(c1ccc(Cl)c(S(=O)(=O)N2CCOCC2)c1)N1CCN(c2ccccn2)CC1	5	-3	-1.4	1	1	11	25	8	21

A stretch taken from the entries so far, as a working copy:
Structure	tim23-1 inh	APJ ag	UPR CHOP act	NR3A LBD binder	UPR XBP1 act	Mdm2-MdmX inh	TIM10 inh	tim10-1 inh	NALP3 yeast inh
COc1ccccc1NC(=O)COC(=O)C1=NN(c2ccccc2)C(=O)CC1	4	-1	-0.4	-2	-3	5	5	-3	11
CC(=O)Nc1ccc(NC(=O)C(C)OC(=O)CSc2ccc(Br)cc2C)cc1 (stereo not drawn)	-2	6	0.1	-18	-3	22	2	4	-1
C(=C\c1ccccn1)/c1cccnc1	9	-1	5.2	.	-2	-6	-1	21	24
CCN(CC)S(=O)(=O)c1cccc(C(=O)N[C@H](C(=O)NCc2ccccc2F)C(C)C)c1	10	-4	-1.5	0	0	-6	-9	13	-2
Cc1cc(NC(=O)c2ccc([N+](=O)[O-])cc2Cl)no1	-1	0	7.2	1	5	5	14	-13	30

Other structures:
Structure	tim23-1 inh	APJ ag	UPR CHOP act	NR3A LBD binder	UPR XBP1 act	Mdm2-MdmX inh	TIM10 inh	tim10-1 inh	NALP3 yeast inh
COCCNC(=O)CCc1c(C)nc2c(-c3ccc(F)cc3)c(C)nn2c1C	15	-3	-0.4	-1	-4	13	-1	6	10
COc1cccc(N2CCN(C(=O)Nc3ccc4c(c3)NC(=O)CO4)CC2)c1	14	1	-0.8	0	-1	1	9	4	3
COC(=O)c1cc(C(=O)NC(C)(C)CC(C)(C)C)cc([N+](=O)[O-])c1	28	1	0.1	3	-3	20	6	3	25
COc1ccccc1Nc1ccc(NS(=O)(=O)c2ccc(C(C)=O)cc2)cc1	31	-1	-1.6	2	0	15	22	35	23
Cc1nc2cc(NC(=O)Nc3cccc(F)c3)ccc2n1C	1	-3	-1.6	-1	-4	-104	26	-40	12
Cc1ccc(C(=O)N/C(=C/c2ccccc2F)C(=O)NCCCn2ccnc2)cc1	8	-2	1.6	2	-1	14	-4	14	5
CCOC(=O)Cn1cc(C(=O)c2ccco2)c2ccccc21	10	2	0.6	0	1	16	-3	2	16
Cn1c(=O)c2c(nc(NCCCO)n2CCc2ccccc2)n(C)c1=O	6	-2	1.1	-3	0	-12	8	4	2
CCOc1cc(Br)cc(/C=C2\SC(=Nc3ccccc3)NC2=O)c1O	48	-1	1.2	-3	12	29	19	28	25
Cc1ccnc(NC(=O)c2cc(F)c(F)cc2Cl)n1	62*	1	-1.3	-2	3	7	20	28	0
Cc1ccc(C(=O)c2ccccc2C(=O)OCC(=O)NC(=O)NC(C)(C)C)cc1	14	1	-0.6	0	-3	7	12	7	29
Cc1ccc2nc(-c3ccccc3)cc(C(=O)N3CC(C)OC(C)C3)c2c1 (stereo not drawn)	12	-3	-0.8	0	0	11	11	12	19
O=C1OCCC1Sc1nnc(-c2cccs2)n1Cc1ccccc1 (stereo not drawn)	11	-1	0.1	1	-2	18	13	19	15
CCCn1c(N)c(N(CCOC)C(=O)c2cc3c(s2)CCC(CC)C3)c(=O)[nH]c1=O (stereo not drawn)	16	-6	-1.6	2	2	12	6	18	1
Cc1nnc(SCC(=O)NC2CCCCC2C)s1 (stereo not drawn)	1	0	1.4	-4	0	-1	8	1	-1
O=C(CCCC(=O)Nc1ccc(Br)cc1)N/N=C/c1ccccc1	-2	-5	0.3	10*	-2	16	8	5	17
CN=C1S/C(=C\c2cc(C)n(-c3ccccc3F)c2C)C(=O)N1C	6	-4	-4.7	0	0	56*	14	22	27
Cc1cc2c(nc1C)CCCN2C[C@@H](C)O/N=C1/[C@H]2CCn3c(=O)n(-c4ccccc4)c(=O)n3[C@H]2[C@H](O)[C@@H]2O[C@H]12	10	3	0.6	-1	3	19	12	3	6
Cc1nn(C)c(Cl)c1CN1CCCC(CO)(Cc2ccccc2)C1 (stereo not drawn)	11	-1	-2.6	1	1	-4	8	-28	21
CCOC(=O)C1CCN(C(=O)c2cc3cc4cc(OC)ccc4nc3o2)CC1	-8	-2	1.8	2	0	-68	53*	48*	22
CN(C)c1ccc(NC(=S)NC(=O)/C=C/c2ccco2)cc1	11	0	-0.3	1	1	19	0	9	22
CC1Cc2nc(SCC(=O)NCC3CCCO3)n(C)c(=O)c2S1 (stereo not drawn)	2	0	-2.5	-5	-1	13	-9	-21	5
CCOC(=O)C1CCN(C(=S)NC2CCCC2)CC1	-5	-4	0.7	-11	0	6	-5	-3	19
CCCCNc1c(-c2ccc(-c3ccc(C(C)=O)cc3)c(OC)c2)nc2cc(C)ccn12	22	2	8.7	-16	40*	33	0	8	29
CCn1c(-c2ccc(F)cc2)cnc1SCC(=O)N1CCc2ccccc21	-6	0	2.1	.	5	-9	11	9	12
CCCCn1cnc2c(c(-c3ccccc3)c(-c3ccccc3)n2Cc2ccco2)c1=N	46	1	4.0	-2	3	98*	-6	-2	20
CCC(C)(C)n1nnnc1C(C(C)C)N1CCSCC1 (stereo not drawn)	20	-5	-0.3	-18	-5	4	15	-4	4
CCC(=O)NNc1cccc(Cl)n1	-8	1	-0.3	-1	-4	17	-24	-17	1
CC1CCCC(C)N1CCNC(=O)C1CCN(S(=O)(=O)N2CCCCC2)CC1 (stereo not drawn)	-11	-4	-2.0	1	-4	12	-4	-8	20
COc1ccc(C(C)=O)cc1COC(=O)c1ccc(N)c([N+](=O)[O-])c1	16	-2	-1.4	-11	2	3	5	-2	14
Cc1nc(C(C)(C)O)n(-c2ccccc2)n1	22	2	-2.9	-1	0	-9	3	3	10
Cc1cccc(N2C(=O)CSC2c2cccnc2)c1 (stereo not drawn)	5	-1	-2.4	1	-2	3	16	11	2
Cc1ccc(NC(=O)CN(C)C(=O)COc2cccc3ccc(C)nc23)cc1	-4	-2	0.6	0	0	-5	3	5	9
CC(C)CN1CCC(=O)N([C@H](CSc2ccc(Br)cc2)c2ccccc2)CC1	30	4	0.0	-1	-1	14	19	32	23
Cc1cccc(N2C(=O)/C(=C/c3ccccn3)SC2=S)c1	5	-5	0.8	2	0	-5	-13	-11	16
COc1ccc(N=C2NC(=O)C(CO)(CO)S2)cc1	-8	-3	-0.2	-1	7	6	-3	-8	20
COc1ccc(OS(=O)(=O)c2ccc(N3C(=O)CCC3=O)cc2)cc1	6	-2	1.1	-1	-2	4	14	-1	17
Clc1ccc(-c2ccn[nH]2)cc1	1	-4	1.6	-1	3	34	17	3	-2
O=C(N/N=C/c1cccnc1)c1cc(O)c(O)c(O)c1	-6	-1	-0.3	-10	7	-17	-18	-10	7
O=C(O)CC(CC(=O)NCC(O)c1ccccc1)c1ccccc1 (stereo not drawn)	1	-1	0.3	-2	-2	13	1	-9	10
C=CCNc1nc(C)nc(OC)n1	2	-6	-0.5	0	-3	-22	7	7	-4
